Source: PubChem BioAssay
S3 lipid droplet: qHTS Assay for Lipid Storage Modulators in Drosophila S3 Cells; Potency in µM for hits, for the others lipid storage change, negative = inhibition, % at the top dose, mostly 46.1 µM; hit rate 0.64% among 320,000; Drosophila S3 cells, BODIPY lipid droplet fluorescence, 18-24 h; cells fed with added oleic acid; active means well fitted inhibition curve with a large enough effect in the signal ratio, with a control signal flat, not every such curve was filed as active; inconclusive means small, poorly fitted or top-dose-only effect, or effect the other way, or a change in a side signal; the % refers to the signal ratio
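Drosophila S3 cells loaded with oleic acid (400 uM, as added) and compounds at several concentrations; lipid droplets imaged by 488-nm laser-scanning cytometry, 500–530 nm intensity and object ratio to cell channel. Percent activity normalized to 20 uM Triacsin C.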
S3 lipid droplet cell count max: second read-out of S3 lipid droplet, no call of its own (marks repeat the call); cell number change, %; measured here: cell count max response;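 cells counted by Cell Tracker Red CMTPX staining in the red channel; peak over a dose series mostly up to 46.1 µM; percent activity relative to internal control wells on each plate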
* marks the source's active call; other numbers are inactive results; i = inactive; ? = inconclusive; / = no result given; [ ] = dose if it differs, or a comment. On the % scale 0 is the no-effect control and ±100 the full control effect; potency means the concentration at half of the fitted maximal effect.

SMILES | S3 lipid droplet | S3 lipid droplet cell count max
CCCc1[nH]nc2c1C(c1cn[nH]c1-c1ccc(F)cc1)C(C#N)=C(N)O2 (stereo not given) | ? | /
COc1ccccc1N(CC(=O)N1CCC(C(N)=O)CC1)S(=O)(=O)c1ccccc1 | i | 3
O=C(Cc1ccccc1)Nc1ccc(Br)c(Cl)c1 | ? | /
CC(NC(=O)N1CCOCC1)c1ccccc1 (stereo not given) | 11% | -3
NS(=O)(=O)c1ccc(NC(=O)COC(=O)CCc2nc3ccccc3c(=O)[nH]2)cc1 | ? | /
COc1ccccc1NC(=O)CCc1nc2sc3c(c2c(=O)[nH]1)CCCC3 | ? | /
CN(C)N1C(N)=C(C#N)C(c2cccs2)C2=C1CC(C)(C)CC2=O (stereo not given) | -3% | -12
O=[N+]([O-])c1cc(/C=N/Nc2nc(N3CCCCC3)nc(N3CCCCC3)n2)ccc1O | ? | /
COc1ccc(C(=O)NCCONC(=O)c2ccc(OC)cc2)cc1 | 11% | /
CCCSc1nnc(CNC(=O)C23CC4CC(CC(C4)C2)C3)n1Cc1ccccc1 | -10% | -12
CCc1ccc(N2C(=O)C(Cl)=C(N3CCCCCC3)C2=O)cc1 | 5% | 9
Cc1ccc(-c2csc3ncn(CC(N)=O)c(=O)c23)cc1C | i | -5
COc1cc2cc(Oc3ccc4ccc(=O)oc4c3)c(=O)oc2cc1OC(=O)/C=C/c1ccccc1 | -14% | -8
O=C(CSc1ccccc1)NC1CCCCCCC1 | ? | /
CC(=O)Nc1ccc2c(CN3C(=O)NC(C)(c4ccc(C)cc4)C3=O)cc(=O)oc2c1 (stereo not given) | 0% | 7
CC1=C(C(=O)OCc2ccccc2)C(c2ccc([N+](=O)[O-])cc2)NC(=O)N1C (stereo not given) | -4% | -9
CCOC(=O)c1c(C)n(C)c2c(C)cc(O)c(OC(=O)CC)c12 | ? | /
COc1ccc(C(Nc2ccccn2)c2c(NC(=O)c3ccco3)sc(C)c2C)cc1OC (stereo not given) | -8% | -6
CC1(C)CC(NC(=O)c2ccc(Cl)cc2)CC(C)(C)N1 | ? | /
Cc1c(N(C(=O)c2cc(=O)[nH]c3ccccc23)C(C)C)c(=O)n(-c2ccccc2)n1C | ? | /
Cc1cc(C)c(NC(=O)COc2ccccc2C(=O)Nc2ccc3c(c2)oc2ccccc23)c(C)c1 | -5% | -2
CC1Cc2ccccc2N1CC(=O)NC(=O)NCc1ccccc1 (stereo not given) | ? | /
Cc1cc(-c2ccccc2)c2c(=O)[nH][nH]c2n1 | 4% | /
CN(C)S(=O)(=O)c1ccc(Cl)c(NC(=O)COC(=O)c2ccc(O)cc2)c1 | ? | /
COc1ccc(-n2c(N)c(C(=O)NCc3ccco3)sc2=S)cc1 | ? | /
SMILES | S3 lipid droplet | S3 lipid droplet cell count max
Cc1c(NC(=O)c2cccc(NC(=O)Cc3ccc(Cl)cc3)c2)c(=O)n(-c2ccccc2)n1C | 2% | 10
O=c1cc(CNc2cc(C(F)(F)F)cc(C(F)(F)F)c2)nc2sccn12 | 6% | 12
c1ccc(Cn2nnnc2C(c2cccnc2)N2CCN(C3CCCCC3)CC2)cc1 (stereo not given) | i | -9
Cc1cc(C(=O)Nc2cnc3ccccc3c2)ccc1[N+](=O)[O-] | -6% | 9
CCOC(=O)c1cc(C(=O)NCc2ccc(Cl)cc2Cl)nn1C | ? | /
COc1c2ccoc2c(OC(C)=O)c2oc(C)cc(=O)c12 | ? | /
CC(=O)N1CCc2cc(S(=O)(=O)CCC(=O)NCc3ccc4c(c3)OCO4)ccc21 | -5% | 1
COC(=O)c1cc(Nc2cc(C)c3c(O)cccc3n2)cc(C(=O)OC)c1 | ? | /
O=C(Nc1ccccc1)N(Cc1ccccc1)Cc1ccccc1 | ? | /
COCCNC(=O)c1ccc(N2CC3CC(C2)c2cccc(=O)n2C3)c(NC(=O)c2ccc(F)cc2)c1 (stereo not given) | ? | /
CCc1nc(N[C@H](C(=O)O)C(C)C)c2oc3ccccc3c2n1 | 2% | 19
COC(=O)CNC(=O)CN1C(=O)N(c2ccc(Cl)cc2)C(N(O)C(=O)Nc2ccc(Cl)cc2)C1(C)C (stereo not given) | 7% | -12
Cc1ccc(C(=O)Nc2ccc(N3CCOCC3)nc2)cc1 | 24% | /
CCNC(=O)COC(=O)CCC(=O)c1ccc(F)cc1 | 1% | 5
Cc1ccc(S(=O)(=O)NC2=NCN(C3CCN(Cc4ccccc4)CC3)CN2)cc1 | ? | /
CC1CCCN(CC(=O)NC(=O)NC2CCCCC2)C1 (stereo not given) | ? | /
CCCCOCCCNC(=O)CC(C)c1ccccc1 (stereo not given) | -1% | -20
COc1ccccc1N1CCN(/N=C\c2ccc(C)o2)CC1 | ? | /
O=C(Cn1c(=O)oc2ccccc21)Nc1ccccc1C(F)(F)F | -2% | -2
Cc1ccc(C(=O)NNc2ncnc3ccccc23)cc1 | -2% | 4
Cc1ccc(NC(=S)N(CCCN2CCN(C)CC2)Cc2cccs2)cc1 | ? | /
Cc1cccc(C)c1N1C(=O)CC(N(O)c2ccccc2)C1=O (stereo not given) | i | 5
COC(CNC(=O)c1coc2nc3ccccc3nc12)OC | 20% | 16
O=C(NCc1cccc(Cl)c1)C1CCCO1 (stereo not given) | ? | /
O=C(NCCCn1cccn1)C1CCC(=O)N(Cc2ccccc2F)C1 (stereo not given) | i | /
SMILES | S3 lipid droplet | S3 lipid droplet cell count max
Cn1cc(SCC(=O)Nc2ccc3c(c2)OCO3)c2ccccc21 | ? | /
CN(Cc1ccccc1F)C(=O)C(Cc1ccccc1)NC(=O)c1ccccc1 (stereo not given) | -7%[0.0737 µM] | /
Cc1cc(=O)n2c(-c3ccc(Cl)cc3)csc2n1 | -7% | -7
CCOc1cc(C(=O)N=c2sccn2C)cc(Br)c1OC | 13% | /
c1ccc(C[n+]2c(-c3ccccc3)csc2Nc2ccccc2)cc1 | 1% | -11
Cn1cc(CN2CCC(C(O)c3cccs3)CC2)c(-c2ccccc2F)n1 (stereo not given) | -1% | 10
COc1ccc(Cl)cc1S(=O)(=O)N1CCCC(C(=O)NCCc2ccccc2)C1 (stereo not given) | ? | /
CNC(=O)C1C2C=CC3(O2)C1C(=O)N(C1CC1)C3C(=O)NCc1ccc(OC)cc1 (stereo not given) | ? | /
COC(=O)CSC1=C(C#N)C(c2ccccc2OC)C(C(=O)OC)C(=O)N1 (stereo not given) | ? | /
Cc1c(C(=O)N2CCCCC2)sc(NC(=O)C(C)C)c1C#N | ? | /
COc1ccc(C=NCC2COc3ccccc3O2)cc1OC (stereo not given) | ? | /
CC(C)NC(=O)NC(=O)COC(=O)C1(C)CC1(Cl)Cl (stereo not given) | ? | /
Cn1c(SCC(=O)c2ccccc2)nnc1-c1ccccn1 | ? | /
CC(C)(C)NC(=O)CSc1nc(-c2ccccc2)c(-c2ccccc2)[nH]1 | ? | /
CCc1c(C)nc2ncnn2c1N1CCC(C(=O)NCc2cccs2)CC1 | -3% | -3
Cc1ccc(C(=O)CSc2nnc(C)s2)cc1 | -4% | /
CC1CN(C(=O)C2CCCC2)C(C)CN1C(=O)C1CCCC1 (stereo not given) | 4% | -1
COc1ccc(C(=O)c2ccc(OC)c(OC)c2)cc1OC | 10% | 6
COc1cc(/C=C2\SC(=S)N(N3CCOCC3)C2=O)cc(OC)c1OC | ? | /
CCC(C(=O)N1CCN(S(=O)(=O)c2sc(C(=O)O)c(C)c2C(=O)O)CC1)c1ccccc1 (stereo not given) | ? | /
Cc1ccc(NC(=O)c2nc[nH]c2C(=O)N2CCC(C)CC2)cc1 | 13% | 6
COC(=O)C1=C(C(=O)OC)[C@@H]2Nc3ccccc3[C@@]23C[C@@H](C(=O)OC)N(C(=O)c2ccc(Br)cc2)C3=N1 | ? | /
CC(=O)N1c2ccc(S(=O)(=O)CCC(=O)O)cc2CC1C (stereo not given) | -5% | -1
O=C(NNC(=S)Nc1ccccc1Cl)C1CC1 | 5% | -3
Cc1cc(C)c(S(=O)(=O)N2CCC(C(=O)NCc3ccco3)CC2)c(C)c1 | ? | /
SMILES | S3 lipid droplet | S3 lipid droplet cell count max
CCOc1ccc(N2CC(C(=O)Nc3cccc(C)c3C)CC2=O)cc1 (stereo not given) | ? | /
Cc1cc(OC(=O)c2cccc(Cl)c2)c([N+](=O)[O-])c(=O)[nH]1 | ? | /
COc1cccc(/C=N/n2nnnc2N)c1 | 10% | 11
O=C(Nc1ccc(C(F)(F)F)cc1)C1CCN(c2cnccn2)CC1 | ? | /
CC(=O)/C(=N/Nc1ccccc1[N+](=O)[O-])N1CCCc2ccccc21 | ? | /
CC(C)=NN1C(c2nonc2N)=NOC1(C)C | -10% | -7
O=c1c2ccccc2c(C=Nc2ccccc2O)c(O)n1-c1nccs1 | ? | /
COc1cccc(C2=NN(C(=O)c3cccs3)C(O)(C(F)(F)F)C2)c1 (stereo not given) | -1% | -12
Cc1cc(C)cc(C(=O)Nc2ccc(N3CCN(C(=O)c4ccco4)CC3)cc2)c1 | ? | /
CC1(c2ccccc2Br)NC(=O)N(CC(=O)Nc2ccc(S(N)(=O)=O)cc2)C1=O (stereo not given) | 2% | 7
O=C(N1CCCCC1)C1(c2ccccc2)CCCCC1 | ? | /
CCn1cc(C(=O)OCc2ccccc2)c(=O)c2ccc(C)nc21 | ? | /
Oc1nc(-c2ccc(Cl)cc2)n2ccncc12 | -11% | -14
COC(=O)[C@]1(C)CCC[C@@]2(C)C3CC[C@@]4(C)C[C@]3(CCC21)CC(=O)N4Cc1ccc(OC)cc1 (stereo not given in full) | ? | /
Nc1c(-c2cccc(Cl)c2)cnn1-c1cccc(C(F)(F)F)c1 | ? | /
CCOc1ccc(Cn2nnc(C(=O)NCc3ccc(OC)cc3)c2N)cc1 | i | 9
CCS(=O)(=O)Nc1c(C(=O)OC)[nH]c2ccccc12 | ? | /
COc1cc(C)c(Cc2cnc(N)nc2N)cc1OC | 1% | 1
O=C(CCC1CCCCC1)Nc1cc(C(F)(F)F)ccc1N1CCOCC1 | ? | /
Cn1c(-c2ccccc2)cccc1=O | -5% | -6
COC(=O)c1cc(=O)n(Cc2ccc3c(c2)OCO3)c(=Nc2ccc(F)cc2)s1 | ? | /
Cc1ccc(OCCCN2C(=O)C(=O)c3cc(C)ccc32)cc1 | ? | /
CCN(c1ccccc1)c1cc2ccccc2c(=O)[nH]1 | -46% | -6
O=C(O)c1ccc2[nH]c3c(c2c1)CCCC3 | ? | /
Cc1ccc(C(=O)COC(=O)CCC(=O)Nc2cccc(Cl)c2)cc1[N+](=O)[O-] | ? | /
SMILES | S3 lipid droplet | S3 lipid droplet cell count max
COc1ccccc1C(=O)COC(=O)c1ccccc1OCC(=O)Nc1ccc(SC(F)F)cc1 | i | 12
COc1ccccc1CNC(=O)CCCn1nc(C)n2ccnc2c1=O | i | 8
O=C(NCCc1ccccc1)C(c1ccncc1)N(C(=O)c1csnn1)C1CC1 (stereo not given) | 0% | 9
Cn1c2ccc(F)cc2c2ncn(Cc3ccco3)c(=O)c21 | i | -3
C/C(Cl)=C/Cn1c(SCCN2CCOCC2)nc2c1c(=O)[nH]c(=O)n2C | ? | /
c1ccc(-c2n[nH]c(-c3ccccc3)c2-c2nc3ccccc3[nH]2)cc1 | -21% | 8
Cc1ccc2cccc(Oc3ncnc4scc(-c5ccccc5)c34)c2n1 | 6% | -1
Cc1csc(NC(=O)c2cc(-c3ccco3)nc3ccccc23)n1 | ? | /
O=C(COC(=O)c1ccc2ncsc2c1)NC(=O)c1ccccc1 | ? | /
COc1ccc(S(=O)(=O)N(C)C)cc1NC(=O)CSc1nnc(-c2cccnc2)o1 | ? | /
Cc1ccc(N(CC(=O)NCc2ccc(F)cc2)C(=O)CCC(=O)Nc2ccccn2)cc1C | ? | /
COC(=O)c1nn(-c2ccc3c(c2)OCO3)cc1O | ? | /
Cc1ccccc1NC(=O)Cc1cn(C)c2ccccc12 | i | /
COc1ccccc1CN1CCSCC1 | 23µM* | -20*
C=CCNC(=O)C(C#N)c1nc2ccccc2nc1N1CCCCCC1 (stereo not given) | 6% | -16

Of the compounds above, 13 have an NH in an aromatic ring:
SMILES | S3 lipid droplet | S3 lipid droplet cell count max
CCCc1[nH]nc2c1C(c1cn[nH]c1-c1ccc(F)cc1)C(C#N)=C(N)O2 (stereo not given) | ? | /
NS(=O)(=O)c1ccc(NC(=O)COC(=O)CCc2nc3ccccc3c(=O)[nH]2)cc1 | ? | /
COc1ccccc1NC(=O)CCc1nc2sc3c(c2c(=O)[nH]1)CCCC3 | ? | /
Cc1c(N(C(=O)c2cc(=O)[nH]c3ccccc23)C(C)C)c(=O)n(-c2ccccc2)n1C | ? | /
Cc1cc(-c2ccccc2)c2c(=O)[nH][nH]c2n1 | 4% | /
CC(C)(C)NC(=O)CSc1nc(-c2ccccc2)c(-c2ccccc2)[nH]1 | ? | /
Cc1ccc(NC(=O)c2nc[nH]c2C(=O)N2CCC(C)CC2)cc1 | 13% | 6
Cc1cc(OC(=O)c2cccc(Cl)c2)c([N+](=O)[O-])c(=O)[nH]1 | ? | /
CCS(=O)(=O)Nc1c(C(=O)OC)[nH]c2ccccc12 | ? | /
CCN(c1ccccc1)c1cc2ccccc2c(=O)[nH]1 | -46% | -6
O=C(O)c1ccc2[nH]c3c(c2c1)CCCC3 | ? | /
C/C(Cl)=C/Cn1c(SCCN2CCOCC2)nc2c1c(=O)[nH]c(=O)n2C | ? | /
c1ccc(-c2n[nH]c(-c3ccccc3)c2-c2nc3ccccc3[nH]2)cc1 | -21% | 8

The list is partial; count on the stated rates, not on these rows.
